# GSK3B inh = human GSK3beta kinase inhibition; AID 2097; P49841; GST-GSK3beta kinase, ADP-Glo luminescence, 60 min; stronger effect = lower value; activity score (negative = inhibition), % at 10 µM; 300,000 tested, 0.038% active;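 active = more than half of replicate wells score below -50%, meaning over 50% inhibition versus plate controls; inconclusive = some replicates but at most half score below -50%; inactive = no replicate scores below -50%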;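 also: 0% = median DMSO wells and -100% = median GW8510 positive control wells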
# Target sequence (P49841 whole entry, looked up): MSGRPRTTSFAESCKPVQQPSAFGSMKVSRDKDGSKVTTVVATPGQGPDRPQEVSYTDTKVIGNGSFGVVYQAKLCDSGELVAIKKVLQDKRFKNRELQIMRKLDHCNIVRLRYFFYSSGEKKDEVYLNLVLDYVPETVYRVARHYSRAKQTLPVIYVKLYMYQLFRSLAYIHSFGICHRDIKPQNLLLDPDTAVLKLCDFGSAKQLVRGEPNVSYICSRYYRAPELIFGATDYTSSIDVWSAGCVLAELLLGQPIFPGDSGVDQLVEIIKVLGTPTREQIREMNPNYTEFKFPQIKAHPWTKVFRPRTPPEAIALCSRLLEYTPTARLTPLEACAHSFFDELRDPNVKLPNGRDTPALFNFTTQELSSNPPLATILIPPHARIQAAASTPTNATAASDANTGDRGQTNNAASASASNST
#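 Test system – GST-tagged human GSK3beta kinase, cell-free · Incubation – 60 min enzyme reaction, room temperature · Signal – ADP-Glo luminescence · Also added – peptide substrate and ATP at 25 µM · Controls – DMSO neutral wells and GW8510 at 20 µM as positive · Buffer or medium – Tris/MgCl2 kinase buffer · Measure – Luminescence-derived activity versus plate DMSO and GW8510 wells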
# PolyA inhibitor = blocks polyadenylation in yeast reporter cells. S. cerevisiae SKY197-pL101 polyadenylation reporter, beta-gal luminescence; efflux-impaired pdr1/pdr3 knockout yeast; score 100 = 6 SD above DMSO. calls only at 12 µM. 300,000 tested, 0.02% active. AID 1875;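 active = lowest replicate activity score at least 50, where 100 means six control SD above control mean; inconclusive = lowest score under 50 but half or more replicates reach 50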;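 also: yeast exposed to compound for 9 h at 30 °C; higher score means more reporter readthrough which indicates perturbed polyadenylation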
# GSK3 alpha inh = inhibitors of human GSK-3 alpha kinase. P49840. ADP-Glo luminescence, 60 min. inhibition, % at 10 µM. 320,000 tested, 0.1% active. AID 2650;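 in the data active = inhibition above about 50%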;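 also: GST-tagged GSK-3 alpha with peptide substrate and 25 µM ATP; 0% = DMSO neutral wells and 100% = GW8510 positive control wells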
# Target sequence (P49840 whole entry, looked up): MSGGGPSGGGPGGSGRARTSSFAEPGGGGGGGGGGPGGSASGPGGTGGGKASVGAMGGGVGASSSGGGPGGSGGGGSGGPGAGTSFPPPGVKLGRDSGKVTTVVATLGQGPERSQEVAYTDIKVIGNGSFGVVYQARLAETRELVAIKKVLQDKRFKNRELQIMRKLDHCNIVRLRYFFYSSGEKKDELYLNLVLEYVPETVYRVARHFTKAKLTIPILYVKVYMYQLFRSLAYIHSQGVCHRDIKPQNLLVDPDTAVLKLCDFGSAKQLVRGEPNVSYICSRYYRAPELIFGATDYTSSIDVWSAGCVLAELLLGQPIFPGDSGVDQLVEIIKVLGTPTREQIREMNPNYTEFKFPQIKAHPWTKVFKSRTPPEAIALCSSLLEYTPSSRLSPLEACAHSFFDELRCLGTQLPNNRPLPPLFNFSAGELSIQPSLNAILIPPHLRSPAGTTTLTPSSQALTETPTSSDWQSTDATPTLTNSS
# KCNK3 inh = human KCNK3 channel inhibition, primary screen; O14649; CHO-KCNK3 thallium flux, FluxOR fluorescence; stronger effect = lower value; B-score at 10 µM; 340,000 tested, 0.84% active; AID 602410;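 active = B-score under library mean minus 4 SD, starting fluorescence ratio at most library mean plus 5 SD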;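 also: more negative B-score means stronger inhibition of thallium flux through KCNK3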
# KCNK9 block = inhibitors of human KCNK9 two-pore domain potassium channel; Q9NPC2; HEK293 KCNK9, FluxOR thallium flux fluorescence; stronger effect = lower value; B-score at 10 µM; 310,000 tested, 1.2% active; AID 488922;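 active = ratio B-score over 3 SD below the library mean, with starting fluorescence within 5 SD of its mean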;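 also: negative B-score means less thallium flux so channel inhibition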
# hERG rescue = shields human hERG channel from block by proarrhythmic agents. activation (rescue from dofetilide block), less the hit threshold, % at 10 µM. Q12809. AID 1511. 310,000 tested, 0.51% active. CHO-hERG, FluxOR thallium flux, dofetilide IC70 present;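 active = activation above the mean of controls blocked by dofetilide plus 5 SD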;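 also: thallium influx through hERG after potassium depolarization seen as dye fluorescence rise; in these data hits start at about 4.7%; inactives centre near -7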
# HDAC3 inhib = blocks human histone deacetylase 3; inhibition, % at 8.3 µM; recombinant HDAC3, fluorogenic peptide/trypsin coupled, fluorescence; 320,000 tested, 0.15% active; AID 2718; in the data active = inhibition above about 26%, passing the limit was not always enough; inconclusive = no clear call, values can overlap the other calls
# DYRK1A inh = blocks rat Dyrk1A kinase activity; ADP-Glo luminescence, NFATc1 peptide; inhibition, % at 12.5 µM; 310,000 tested, 0.43% active; in the data active = inhibition above about 50%;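 also: plate controls were vehicle with enzyme for no effect and no enzyme for full effect; many of its hits are not listed in these tables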
# KCNQ1 pot = human KCNQ1 channel potentiation or activation; CHO-K1 KCNQ1, thallium flux FluxOR fluorescence; stronger effect = higher value; B-score at 10 µM; 310,000 tested, 0.35% active;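 active = fluorescence ratio B-score, a plate-corrected score, at least three library SD, with initial intensity B-score within 5 SD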
#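 Assay system: stable KCNQ1 CHO-K1 line; medium: assay buffer, equal DMSO in all wells; timing: 90 min dye loading and 20 min compound exposure, both at room temperature; technique: kinetic FluxOR thallium fluorescence, 10-s 1-Hz baseline, 110-s post-stimulus read; read-out basis: B score of baseline-normalized fluorescence ratio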
# KCNQ1 block = blocks the human KCNQ1 potassium channel | B-score at 10 µM | 310,000 tested, 1.3% active | CHO-K1 KCNQ1, FluxOR thallium flux fluorescence; stronger effect = higher value;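 active = compounds whose thallium flux B-score, printed positive for inhibition, exceeds three library SD while starting fluorescence stays within three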;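 also: channel opened by potassium depolarization with thallium stimulus after 20 min compound exposure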
# RGS4 pot = potentiators or activators of RGS4. HEK293 M3R/inducible RGS4, carbachol calcium flux Fluo4; stronger effect = lower value. B-score at 10 µM. 310,000 tested, 0.92% active. AID 463111;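 active = B-score of the integrated calcium signal more than 4 SD below the library mean, with starting fluorescence not abnormally high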;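 also: negative B-score means reduced calcium response which marks RGS4 activation or potentiation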
#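 Test system: HEK293 cells with stable M3R and inducible RGS4; also added: carbachol at ECmax as muscarinic agonist stimulus; schedule: dye loading 30 min 37 °C, buffer rest 30 min RT; technique: kinetic calcium fluorescence imaging with Fluo4-AM dye, 2 µM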
# Active calls of the source: *; i = inactive; ? = inconclusive; · = no result given.
SMILES,GSK3B inh,PolyA inhibitor,GSK3 alpha inh,KCNK3 inh,KCNK9 block,hERG rescue,HDAC3 inhib,DYRK1A inh,KCNQ1 pot,KCNQ1 block,RGS4 pot
CCCCN(C)C(=O)c1coc(=O)c2ccccc12,-1,i,5,i,i,-3,10,9,i,i,i
O=C(O)CCCN1C(=O)c2ccccc2Sc2ncccc21,0,i,-1,i,i,-3,9,-1,i,i,i
Cc1cccc(N2CCN(C3CCCCC3NS(=O)(=O)c3ccccc3)CC2C)c1 (configuration not stated),-5,i,-1,-9.2*,-15*,-9,0,-1,i,i,i
COc1ccc(-c2nsc(SCC(=O)Nc3ccc4c(c3)OCO4)n2)cc1,0,i,-2,i,i,-4,0,-5,i,i,i
C=CCn1c(SCCCCCC)nc(O)cc1=O,-1,i,-7,i,i,-3,6,1,i,i,i
CCOc1cc(N2CCOCC2)c(OCC)cc1NC(=O)Cn1nc(C)c([N+](=O)[O-])c1C,1,i,-2,i,i,8.3*,-2,9,i,i,i
CCC(C)c1ccc(S(=O)(=O)N2CCN(c3ccccn3)CC2)cc1 (configuration not stated),2,i,-2,i,i,-3,1,1,i,i,i
Cc1csc(Sc2ccc([N+](=O)[O-])cc2C(=O)OCC(=O)NC2CCCC(C)C2C)n1 (configuration not stated),1,i,-1,i,i,-8,0,-8,i,i,i
CCn1c(SCC(=O)Nc2cc(C)on2)nnc1-c1c[nH]c2ccccc12,-1,i,-1,i,i,-10,2,1,i,i,i
Cc1ccccc1NC(=O)Nc1cccs1,2,i,-5,i,i,-7,0,3,i,i,i
CC1=C(C)[N+](=O)C2(O)CCCCC2(C)N1[O-] (configuration not stated),-1,i,·,i,i,-5,0,-3,i,i,i
CCCCCN(C(=O)CCC(=O)OCC(=O)c1cccc(OC)c1)c1c(N)n(CCCC)c(=O)[nH]c1=O,0,i,-1,i,i,-11,2,4,i,i,i
CC1(C)CC(=O)C=C(NCC(=O)O)C1,2,i,-1,i,i,-2,-7,-4,i,i,i
CCN(CC(=O)Nc1c(F)cccc1F)C(=O)CCSc1ccc(F)cc1,2,i,-4,i,i,-14,-3,5,i,i,i
O=C(NNC(=O)C1CCCCC1)c1ccncc1,-2,i,-1,i,i,-7,4,-4,i,i,i

# The last 3 records of the part above are carried over, then new ones follow:
SMILES,GSK3B inh,PolyA inhibitor,GSK3 alpha inh,KCNK3 inh,KCNK9 block,hERG rescue,HDAC3 inhib,DYRK1A inh,KCNQ1 pot,KCNQ1 block,RGS4 pot
CC1(C)CC(=O)C=C(NCC(=O)O)C1,2,i,-1,i,i,-2,-7,-4,i,i,i
CCN(CC(=O)Nc1c(F)cccc1F)C(=O)CCSc1ccc(F)cc1,2,i,-4,i,i,-14,-3,5,i,i,i
O=C(NNC(=O)C1CCCCC1)c1ccncc1,-2,i,-1,i,i,-7,4,-4,i,i,i
Cc1[nH]n(C(N)=S)c(=O)c1N=Nc1ccc2ccccc2c1,1,i,·,i,i,-12,·,13,i,i,i
CC(=O)C1=C(O)C(=O)N(c2ccc(Br)cc2)C1c1cccc(F)c1 (configuration not stated),1,i,-3,i,i,-10,0,12,i,i,i
CN(C)c1nc(SCc2ccccc2)nc(N2CCOCC2)n1,-2,i,-1,i,i,-13,2,1,i,i,i
COC(=O)Cn1cc(/C=C/[N+](=O)[O-])c2ccccc21,4,i,15,i,i,-11,-6,·,i,i,i
Cc1ccccc1OCCC(=O)Nc1cccc(S(=O)(=O)Nc2ccccc2Cl)c1,6,i,-4,i,i,-8,1,-4,i,i,i
CC(C)C[C@H](NC(=O)[C@H](Cc1ccccc1)n1c(=O)[nH]c2ccccc2c1=O)C(=O)N1CCC[C@H]1C(=O)O,2,i,-6,i,i,-6,-6,6,i,i,i
NC(=O)CCc1c[nH]c2ccccc12,0,i,0,i,i,-7,-2,2,i,i,i
COc1ccc(NC(=O)CSc2nc3ccccc3c(=O)n2CCNC(C)=O)cc1,1,i,-1,i,i,-17,11,1,i,i,i
Nc1[nH]ncc1N=Nc1ccc(Cl)cc1,0,i,-1,i,i,-2,10,7,i,i,i
COc1ccccc1C1CCN(Cc2ccc(Cl)cc2Cl)CC1,1,i,-1,i,i,-12,-1,-3,i,i,i
Cc1ccc(-c2cc(=O)[nH]c3ccccc23)cc1,0,i,-3,i,i,-9,0,-2,i,i,i
Cc1ccccc1Cn1nnc(-c2ccc(F)cc2)n1,1,·,-2,i,i,-6,-1,0,i,i,i
Cc1ncc(/C=C2\C(=O)Nc3ccccc32)[nH]1,0,i,7,i,i,-4,9,·,i,i,i
NS(=O)(=O)c1ccc(NC(=O)COC(=O)c2ccc([N+](=O)[O-])s2)cc1,-3,i,0,i,i,-7,3,-1,i,i,i
CC(=O)c1cccn1S(=O)(=O)c1ccccc1,0,i,0,i,i,-5,-4,9,i,i,i
CCOc1ccccc1NC(=O)NC1(C(=O)NCc2cccnc2)CCCCC1,2,i,-2,i,i,0,7,-4,i,i,i
O=C(CCN1CCOCC1)Nc1ccccc1,-1,i,0,i,i,5.1*,-1,-8,i,i,i
COc1ccc(S(=O)(=O)N2CCN(C(=O)c3oc4ccccc4c3C)CC2)cc1,-5,i,-1,i,i,-15,9,0,i,i,i
Cc1ccc(-n2nnnc2SCC(=O)N2CCCCC2)cc1,4,i,1,i,i,-7,8,3,i,i,i
CNC(=O)COc1ccc(S(=O)(=O)N2CCCC2)cc1,4,i,-1,i,i,-6,-14,-2,i,i,i
Cc1ccc(C2CC(=O)NC(SCC(=O)OCc3ccccc3)=C2C#N)o1 (configuration not stated),2,i,-2,i,i,-12,?,-1,i,i,i
O=c1oc2cc(O)ccc2cc1-c1ccc(F)cc1,1,i,4,i,i,-11,-29,2,i,i,i
COc1cccc(C2c3c(oc4ccccc4c3=O)C(=O)N2Cc2ccco2)c1 (configuration not stated),1,i,1,i,i,-7,3,-5,i,i,i
O=C(Oc1ccc2c3c(c(=O)oc2c1)CCCC3)c1cccs1,-7,i,·,i,i,-7,12,18,i,i,i
CCC(C)NC(=O)Cc1c(OC)ccc2cc(Br)ccc12 (configuration not stated),4,i,-1,i,i,-9,0,5,i,i,i
COc1ccc(C(=O)Oc2ccc(C(=S)N3CCCC3)cc2)cc1OC,-2,i,-1,·,i,-6,0,·,i,i,i
COc1ccccc1-c1ccc(NC2CCCC2)nn1,-2,i,1,i,i,-6,5,2,i,i,i
Cn1c(SCC(=O)N2CCCC2=O)nnc1-c1ccccc1F,-3,i,·,i,i,-3,4,-3,i,i,i
Cc1cc(C(=O)CSc2nnc(-c3cccnc3)n2-c2ccccc2)c(C)n1CC1CCCO1 (configuration not stated),2,i,-5,i,i,-4,4,-4,i,i,i
O=C(O)CCNC(=O)COc1ccc2c3c(c(=O)oc2c1)CCCC3,2,i,-2,i,i,-6,-20,-4,i,i,i
O=C(Nc1ccc(N2CCOCC2)c(Cl)c1)c1c(F)c(F)c(F)c(F)c1F,1,i,-2,i,i,-14,0,-4,i,i,i
COc1ccccc1NC(=O)Nc1nc(CC(=O)NC2CCCC2)cs1,0,i,0,i,i,-18,-3,13,i,i,i
CCOC(=O)c1cccc(NC(=S)NCc2ccc(C)cc2)c1,2,i,-3,i,i,-14,5,-4,i,i,i
Cn1cnnc1Sc1ccc(/C=C(\CCC(=O)O)c2nc3ccccc3s2)cc1[N+](=O)[O-],4,i,-6,i,i,-8,-3,15,i,i,i
O=C(NCCN1CCOCC1)c1ccc2c(c1)N(Cc1ccccc1F)C(=O)CS2,-24,i,-3,i,i,-18,5,2,i,i,i
Cc1cc(C)c2nc(SCC(=O)N3CCCCC3)c(C#N)cc2c1,-8,i,·,i,i,-5,·,·,i,i,i
N#Cc1c(NC(=O)c2cnccn2)sc2c1CCCC2,0,i,1,i,i,-8,-2,-1,i,i,i
Cc1ccc(OCCC(=O)OCC(=O)Nc2ccc3[nH]c(=O)[nH]c3c2)cc1,0,i,-2,i,i,-18,-3,2,i,i,i
O=C(NCCN1CCOC1=O)C1CCC(=O)N(CCc2ccc(Cl)cc2)C1 (configuration not stated),0,i,1,i,i,-12,2,-9,i,i,i
Cc1ccc(Cn2c(=N)n(CC(=O)c3ccc([N+](=O)[O-])cc3)c3ccccc32)cc1,3,i,-1,i,i,-9,8,-1,i,i,i
Cc1cccc(-n2cc(-c3ccccc3)[nH]c2=S)c1,-2,i,0,i,i,0,8,0,i,i,i
Fc1ccc(C2CCCN2Cc2nc(Cc3ccccc3)no2)cc1 (configuration not stated),0,i,-3,i,i,-9,-5,-1,i,i,i
CCOC(=O)c1ccc(NC(=O)CSc2nnc(COc3ccccc3OC)n2CC)cc1,2,·,3,i,i,-3,9,-6,i,i,i
Cc1cc2nc(C3CCCN(C(=S)Nc4ccccc4)C3)[nH]c2cc1C (configuration not stated),3,i,-5,i,i,3,1,10,i,i,i
O=S(=O)(Nc1nc2ccccc2nc1Nc1ccc2c(c1)OCO2)c1ccc(F)cc1,3,i,·,i,i,1,·,-9,i,i,i

# Single records, from the list above. Order of screens: GSK3B inh	PolyA inhibitor	GSK3 alpha inh	KCNK3 inh	KCNK9 block	hERG rescue	HDAC3 inhib	DYRK1A inh	KCNQ1 pot	KCNQ1 block	RGS4 pot
# Entry for `Cc1ccc(Cn2c(=N)n(CC(=O)c3ccc([N+](=O)[O-])cc3)c3ccccc32)cc1` : 3	i	-1	i	i	-9	8	-1	i	i	i
# Entry for `N#Cc1c(NC(=O)c2cnccn2)sc2c1CCCC2` : 0	i	1	i	i	-8	-2	-1	i	i	i
# Entry for `CCOC(=O)c1cccc(NC(=S)NCc2ccc(C)cc2)c1` : 2	i	-3	i	i	-14	5	-4	i	i	i
# Entry for `Cc1cc(C)c2nc(SCC(=O)N3CCCCC3)c(C#N)cc2c1` : -8	i	·	i	i	-5	·	·	i	i	i
# Entry for `Cc1ccc(OCCC(=O)OCC(=O)Nc2ccc3[nH]c(=O)[nH]c3c2)cc1` : 0	i	-2	i	i	-18	-3	2	i	i	i

# Not all compounds are listed; count on the stated rates, not on these rows.
